High-throughput results: PubChem BioAssay, The Scripps Research Institute Molecular Screening Center
LYPLA2 counter: LYPLA2 inhibitors, primary screen, counter-screen for PME1 inhibitor project, biochemical, fluorescence polarization, FP-Rh probe ABPP | recombinant LYPLA2 | AID 2177, 2009 | Acyl-protein thioesterase 2 (Homo sapiens), O95372 | hit rate 0.38% among 320,000 | inhibition, % at 5.9 µM;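 active means inhibition above the screen-wide mean plus 3 SD, limit set per campaign, cut at about 26% in these data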;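 further: 0% = LYPLA2 with DMSO and 100% = wells lacking LYPLA2 enzyme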
LYPLA1 inh: LYPLA1 inhibitors, primary screen, counter-screen for PME1 inhibitor project, biochemical, fluorescence polarization, FP-Rh probe ABPP | Acyl-protein thioesterase 1 (Homo sapiens), O75608 | recombinant LYPLA1 | inhibition, % at 5.9 µM | hit rate 0.16% among 320,000;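 active means inhibition above the mean of all tested compounds plus 3 SD, set per campaign, cut at about 14% in these data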;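 further: inhibitors block serine hydrolase probe labeling of LYPLA1 so polarization falls; 0% = enzyme with DMSO and 100% = wells lacking LYPLA1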
EBNA-1 inh: EBNA-1 DNA-binding inhibitors, primary screen, biochemical, fluorescence polarization; hit rate 0.34% among 300,000; AID 1950, 2009; inhibition, % at 14.8 µM; in the data active means inhibition above about 28%
GSTO1 inh: inhibitors of recombinant GSTO1, primary screen, counter-screen for RBBP9 inhibitor project, biochemical, fluorescence polarization | Glutathione S-transferase omega-1 (Homo sapiens), P78417 | activity-based probe fluorescence polarization | inhibition, % at 5.96 µM | hit rate 1.1% among 300,000 | AID 1974, 2009;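 active means inhibition above the campaign mean inhibition plus 3 SD, cut at about 35% in these data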;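 further: 0% = GSTO1-1 with DMSO and 100% = wells lacking GSTO1-1 enzyme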
Target sequence (P78417 whole entry, looked up): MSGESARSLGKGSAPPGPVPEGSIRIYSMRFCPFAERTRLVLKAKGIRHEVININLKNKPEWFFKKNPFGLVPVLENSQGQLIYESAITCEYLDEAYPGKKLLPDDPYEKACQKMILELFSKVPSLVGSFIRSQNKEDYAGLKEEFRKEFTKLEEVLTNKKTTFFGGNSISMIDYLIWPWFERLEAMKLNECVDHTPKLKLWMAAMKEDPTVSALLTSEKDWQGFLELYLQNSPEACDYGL
PAD4 FP inh: human PAD4 inhibitors, primary screen, biochemical, fluorescence polarization, 1536-well format. recombinant PAD4, RCA probe fluorescence polarization. inhibition, % at 6.36 µM. hit rate 0.41% among 330,000;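 active means percent inhibition above a cutoff equal to the mean of all tested compounds plus 3 SD, cut at about 15% in these data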;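 further: 0% = PAD4 with RCA probe and DMSO and 100% = probe without PAD4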
PAFAH1B3 inh: PAFAH1B3 enzyme inhibitors, primary screen, biochemical, fluorescence polarization, human. recombinant PAFAH1B3, FP-rhodamine probe. inhibition, % at 3.39 µM. Platelet-activating factor acetylhydrolase IB subunit alpha1 (Homo sapiens), Q15102. hit rate 0.28% among 340,000;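 active means inhibition above the screen-wide average of all tested compounds plus 3 SD, cut at about 25% in these data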;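 further: 0% = enzyme with DMSO only and 100% = wells lacking PAFAH1B3 protein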
PREPL inhibitor: PREPL enzyme inhibitors, primary screen, biochemical, fluorescence polarization; Prolyl endopeptidase-like (Homo sapiens), Q4J6C6; recombinant PREPL, fluorescence polarization activity-based probe; inhibition, % at 5.96 µM; hit rate 0.68% among 320,000; AID 2751, 2010; in the data active means inhibition above about 43%;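 further: 0% = enzyme with DMSO and 100% = wells lacking enzyme; many of its hits are not listed in these tables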
Target sequence (Q4J6C6 whole entry, looked up): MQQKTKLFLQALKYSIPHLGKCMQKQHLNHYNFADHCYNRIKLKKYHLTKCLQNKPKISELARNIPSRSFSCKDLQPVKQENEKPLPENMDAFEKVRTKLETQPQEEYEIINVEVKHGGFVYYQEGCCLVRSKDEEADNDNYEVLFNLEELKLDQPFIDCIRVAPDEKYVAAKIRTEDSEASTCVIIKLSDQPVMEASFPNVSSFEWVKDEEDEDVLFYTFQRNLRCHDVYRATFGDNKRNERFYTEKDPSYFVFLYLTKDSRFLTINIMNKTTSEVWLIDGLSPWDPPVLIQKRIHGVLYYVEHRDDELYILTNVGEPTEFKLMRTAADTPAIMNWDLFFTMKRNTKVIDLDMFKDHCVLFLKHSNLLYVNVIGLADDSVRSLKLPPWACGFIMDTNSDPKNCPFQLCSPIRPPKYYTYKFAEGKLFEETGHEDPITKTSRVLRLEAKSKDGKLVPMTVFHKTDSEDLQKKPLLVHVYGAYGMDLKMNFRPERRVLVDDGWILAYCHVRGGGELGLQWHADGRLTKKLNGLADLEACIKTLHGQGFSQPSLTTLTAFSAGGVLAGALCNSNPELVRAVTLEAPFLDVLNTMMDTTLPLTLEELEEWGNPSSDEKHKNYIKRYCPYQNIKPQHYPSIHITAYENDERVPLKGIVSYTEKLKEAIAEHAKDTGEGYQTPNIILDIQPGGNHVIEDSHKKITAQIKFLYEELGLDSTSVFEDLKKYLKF
ZTA counter: counter-screen for EBNA-1 inhibitors: inhibitors of Epstein-Barr virus ZTA; inhibition, % at 11 µM; ZTA-DNA binding, fluorescence polarization; hit rate 0.15% among 320,000; P03206; AID 2234; in the data active means inhibition above about 33%
PAFAH2 inh: PAFAH2 enzyme inhibitors, primary screen, biochemical, fluorescence polarization, human. recombinant PAFAH2, FP-rhodamine activity probe. inhibition, % at 3.39 µM. hit rate 0.99% among 340,000;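 active means inhibition above the mean over all tested compounds plus 3 SD, cut at about 30% in these data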;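 further: inhibitors block probe labeling of enzyme so polarization drops; 0% = enzyme with DMSO and 100% = wells lacking PAFAH2 protein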
An asterisk follows results filed as active; · = no result given. An excerpt; the hit share may differ from the screen's.

SMILES	LYPLA2 counter	LYPLA1 inh	EBNA-1 inh	GSTO1 inh	PAD4 FP inh	PAFAH1B3 inh	PREPL inhibitor	ZTA counter	PAFAH2 inh
COC(=O)c1sccc1NC(=O)CC1C(=O)NCCN1C(=O)c1ccc(F)cc1 (stereo unspecified)	0.3	1.8	-5.8	-0.8	-1.3	-2.4	-8.5	-2.2	-4.7
COc1ccc(CNC(=O)CCNS(=O)(=O)c2ccc(NC(C)=O)cc2)cc1OC	-1.1	-3.9	·	·	-0.9	7.7	-0.5	-9.8	5.0
COc1ccc(/C=N/OC/C(O)=C(\C#N)c2nc3ccccc3[nH]2)cc1OC	-5.5	-7.5	0.8	13.7	-4.8	10.8	14.9	1.0	2.3
COc1ccc(C2c3[nH]c4ccccc4c3C[C@H]3C(=O)N(c4ccccc4C(=O)N4CCC[C@@H]4C(=O)O)C(=O)N23)cc1 (stereo partly specified)	-3.0	-0.8	-3.5	-5.5	3.0	9.1	0.2	-8.4	3.8
CN1CCN(S(=O)(=O)c2ccc(NC(=O)c3ccco3)cc2)CC1	9.5	-1.5	-8.6	5.4	0.9	-2.1	6.5	-1.8	4.0
O=C(/C=C/C=C/c1ccc2c(c1)OCO2)N1CCCCC1	-0.6	1.5	7.0	1.4	3.8	0.3	4.2	6.9	3.4
CC1CCc2cc(F)ccc2N1C(=O)CSc1nnc(-c2cccs2)n1C (stereo unspecified)	-2.4	-1.2	16.4	2.7	3.1	5.5	-8.2	14.2	-0.8
CC(=O)NC(=S)Nc1ccccc1C(=O)Nc1ccccc1	-3.3	0.8	3.0	-0.4	-3.8	4.9	-5.2	9.7	3.0
O=[N+]([O-])c1cccc(N/N=C/c2cccc(O)c2O)c1	-3.1	-8.2	-5.5	34.8*	-1.0	16.7	27.4	7.6	8.4
CC1CCN(C(=O)c2[nH]cnc2C(=O)Nc2ccc(Cl)cc2)CC1	-1.2	-0.2	·	·	-1.2	0.2	20.9	12.4	0.2
CC1(C)CC(=O)c2cc(NC(=O)c3ccccc3)c(=O)oc2C1	-1.6	4.1	0.5	7.2	-3.3	9.0	-3.5	-21.2	-2.1
CCN(CC)S(=O)(=O)c1ccc(NN=c2c(=O)c3ccccc3c2=O)cc1	-1.5	-2.1	2.9	-1.4	0.3	2.5	-2.6	6.0	1.5
O=C(/C=C/c1cccc(Oc2ccccc2)c1)N1CCOCC1	-4.2	-2.2	0.6	6.3	-6.9	8.6	1.1	-0.6	-6.8
COc1ccc(CNC(=O)C(C)n2ccc3cc(S(=O)(=O)N4CCCCCC4)ccc32)cc1 (stereo unspecified)	-16.7	-7.4	-7.2	-5.8	0.7	5.9	-1.9	0.7	8.7
O=C(CNS(=O)(=O)c1ccccc1)OCC(=O)c1cccc([N+](=O)[O-])c1	3.9	-2.0	-11.0	1.8	-4.7	10.3	1.5	1.9	1.4
Cc1cc(NC(=O)CSc2nc3ccsc3c(=O)n2CCCCC(=O)O)no1	-1.2	-0.8	-4.5	0.0	-3.5	4.5	8.7	1.3	-1.0
O=C(Cn1cc(C(=O)c2cccs2)c2ccccc21)NCc1ccc2c(c1)OCO2	-14.2	-10.3	12.1	-9.8	-1.1	-4.2	-32.9	7.0	-4.0
O=C1CN(S(=O)(=O)c2cc(C(F)(F)F)ccc2Cl)CCN1	1.5	-0.1	·	·	1.0	3.2	17.6	2.3	5.4
Cc1ccc(SCCNC(=S)Nc2ccccc2)cc1	-10.0	-8.7	2.1	-2.8	3.0	7.0	-1.3	-7.6	4.6
O=C(C[n+]1ccccc1)N/N=C/c1ccc(F)cc1	3.8	-0.8	0.5	7.6	-1.6	·	11.1	-6.9	·

Arranged by heavy-atom count (highest first): three of the compounds above
SMILES	LYPLA2 counter	LYPLA1 inh	EBNA-1 inh	GSTO1 inh	PAD4 FP inh	PAFAH1B3 inh	PREPL inhibitor	ZTA counter	PAFAH2 inh
Cc1cc(NC(=O)CSc2nc3ccsc3c(=O)n2CCCCC(=O)O)no1	-1.2	-0.8	-4.5	0.0	-3.5	4.5	8.7	1.3	-1.0
CCN(CC)S(=O)(=O)c1ccc(NN=c2c(=O)c3ccccc3c2=O)cc1	-1.5	-2.1	2.9	-1.4	0.3	2.5	-2.6	6.0	1.5
O=C(/C=C/c1cccc(Oc2ccccc2)c1)N1CCOCC1	-4.2	-2.2	0.6	6.3	-6.9	8.6	1.1	-0.6	-6.8

Continuation:
SMILES	LYPLA2 counter	LYPLA1 inh	EBNA-1 inh	GSTO1 inh	PAD4 FP inh	PAFAH1B3 inh	PREPL inhibitor	ZTA counter	PAFAH2 inh
N/C(=N\OCc1ccc([N+](=O)[O-])cc1)c1ccccn1	-7.0	-3.4	2.1	6.5	0.0	·	5.8	11.2	·
COc1ccc(CCN(Cc2ccccn2)C(=S)Nc2cccc(C)c2)cc1OC	-0.5	0.3	-6.5	3.8	0.4	6.0	0.6	4.3	-3.5
O=c1c2ccccc2oc2ccc(-c3ccc4cc[nH]c4c3)cc12	·	·	·	·	-4.3	5.9	14.6	·	3.0
O=c1cc(-c2ccc([N+](=O)[O-])cc2)c2cc3c(cc2[nH]1)OCCO3	4.1	1.7	-12.5	4.1	-3.2	3.3	18.5	1.5	-2.2
O=C(NCc1ccco1)c1ccc(COc2ccccc2[N+](=O)[O-])o1	6.6	0.1	8.4	2.2	4.5	6.6	-2.7	8.7	-1.3
CC(C)(C)c1ccc(SCCc2ccccn2)cc1	3.4	3.7	10.2	3.9	0.0	3.5	2.2	2.6	-0.9
c1ccc(OCCOc2ncnc3sccc23)cc1	3.0	-5.3	-2.6	1.3	-0.3	8.2	-3.7	-0.6	-1.8
CC(CN1CCCC1)OC(=O)c1ccc(Br)cc1 (stereo unspecified)	3.4	-0.9	3.2	3.3	-5.0	6.7	-10.2	2.1	-4.5
Cc1ccccc1NC(=O)c1ccccc1N(C)S(=O)(=O)c1ccccc1	0.0	-1.3	3.9	0.7	-1.9	-3.4	-8.0	12.3	-0.1
CCCc1nc(SCC(N)=O)[nH]c(=O)c1CC	0.2	-2.2	0.6	0.2	3.4	12.5	4.6	-0.2	0.3
CCOc1ccccc1NC(=O)CSc1nnc2c(CC)c(C)nc(N)n12	6.1	1.0	-4.2	6.5	3.8	9.9	17.8	-17.8	-2.7
C/C(=C\c1ccccc1)CN1CCN(c2cccc(Cl)c2)CC1	37.4*	24.7*	8.5	5.4	-3.7	-2.0	13.1	10.2	-4.2
COc1ccc(C(=O)NC2CCN(C(=O)Nc3ccc(F)cc3)CC2)cc1	-2.6	-6.4	-9.2	0.7	0.8	5.6	-3.2	20.6	-12.9
CN(CC(=O)Nc1cccc(F)c1)C(=O)c1cc(S(=O)(=O)N2CCCCC2)ccc1N1CCOCC1	9.2	-1.3	2.3	6.2	1.8	7.7	7.1	-1.0	4.9
CN1CCN(c2ccc(C(=O)c3cn(-c4ccc(F)c(Cl)c4)nn3)cc2)CC1	8.4	-1.5	4.0	-11.0	1.1	7.0	19.4	-7.7	10.3
CCNS(=O)(=O)c1ccc(NC(=S)NCC2CCCO2)cc1 (stereo unspecified)	-4.6	2.8	-0.3	12.0	-3.7	2.1	6.1	-20.3	-1.2
CCCCCCCn1c(C)nnc1-c1cnn(C)c1N	-0.9	0.9	0.8	-2.1	2.4	8.6	-4.0	-6.5	-7.7
CCC(=O)NS(=O)(=O)c1ccc(N=NN2CCCCC2)cc1	-3.2	-2.8	0.7	3.0	-0.8	8.2	-5.9	-23.1	-0.9
O=[N+]([O-])c1ccccc1S(=O)(=O)NCCSCc1ccco1	7.0	4.9	·	·	-7.9	-6.5	4.8	-11.7	4.0
CC1CCCC(C(=O)O)N1C(=O)CCS (stereo unspecified)	6.2	-1.3	-3.0	-10.9	-1.8	-3.9	2.3	-15.1	5.0
COC(=O)C(CC(C)C)NC(=O)/C=C/c1ccccc1Cl (stereo unspecified)	-4.2	0.9	-8.5	2.0	3.1	5.1	9.7	-15.7	-1.0
O=C(NCCS(=O)(=O)N1CCCC1)c1ccccc1	0.7	1.9	-8.1	-0.2	3.1	-3.3	9.2	9.2	-4.6
O=C(CSc1nnc(-c2cccnc2)s1)Nc1cccc(C(=O)O)c1	4.9	1.8	1.5	5.6	-2.2	4.7	-3.4	7.2	-0.4
Cc1ccc(C(=O)NC(C)CCc2ccccc2)cc1S(=O)(=O)N1CCOCC1 (stereo unspecified)	·	·	·	·	-0.6	2.4	9.6	·	-7.4
CC1CN(c2ccc([N+](=O)[O-])c(NCCOc3ccccc3)c2)CC(C)N1 (stereo unspecified)	16.5	0.5	-12.8	3.5	0.6	0.2	-0.4	0.2	3.9
Cn1nccc1C(=O)N1CCN(c2cccc(C(F)(F)F)c2)CC1	2.3	-3.0	-4.3	14.1	0.4	0.7	15.7	-21.1	3.4
Oc1ccc(N=Nc2ccccc2-c2nn[nH]n2)c(O)c1	8.8	1.2	-2.7	-6.0	0.2	39.5*	51.0*	5.2	40.5*
COc1ccccc1OCCOC(=O)Nc1ccccc1	7.6	0.5	-5.3	1.9	1.7	1.9	5.4	-2.3	-0.4
COc1cc(/C=C2/C(=O)NN(c3ccc(Cl)cc3)C2=O)cc(OC)c1O	3.9	-2.4	-2.1	24.9	-0.8	13.2	-3.7	-10.2	5.8
COc1ccccc1C1C=C(c2ccc(Cl)cc2)Nc2nc(NS(C)(=O)=O)nn21 (stereo unspecified)	0.6	-0.7	9.7	12.1	0.0	·	13.3	-0.7	·
C=CCN(C(=O)c1csnn1)C(C(=O)NC1CCCCC1)c1ccc(Cl)cc1 (stereo unspecified)	3.3	2.4	-11.5	0.0	-0.9	4.5	-0.2	2.1	9.1
CN(CCc1ccccn1)C(=O)c1cccnc1Oc1ccccc1	5.3	1.4	4.4	2.0	-1.7	5.7	1.8	15.0	-0.7
CC(C)(C)NS(=O)(=O)c1cc2c3c(c1)CCN3C(=O)CC2	0.1	-0.1	-15.5	-2.7	1.6	3.5	11.4	2.3	0.9
CC(CN1CCCC(C(N)=O)C1)c1ccccc1 (stereo unspecified)	-4.6	2.1	-5.4	1.0	-3.2	7.4	11.1	0.1	-3.0
Cc1ccc(S(=O)(=O)N2CCN(C(=O)CSc3nnc(C)c(=O)[nH]3)CC2)cc1	-1.6	0.4	11.5	-0.7	6.3	8.1	-2.4	16.5	8.6
O=C(Nc1ccccc1)c1ccccc1OCC(O)CN1C(=O)c2ccccc2S1(=O)=O (stereo unspecified)	1.8	0.6	-10.9	1.5	-0.5	5.0	-1.0	-1.4	3.1
O=C(CN1CCN(S(=O)(=O)c2ccccc2)CC1)Nc1ccc2c(c1)OCO2	8.7	-0.2	0.5	-0.8	1.1	3.4	2.4	-20.8	1.4
COc1ccc(CCNC(=O)CCCn2ncn3c(cc4occc43)c2=O)c(OC)c1	2.1	1.0	2.1	-0.8	2.3	1.3	0.4	-11.3	-2.3
NC(=NCCc1ccccc1)NS(=O)(=O)c1ccc2ccccc2c1	-3.7	-0.8	-9.4	-2.0	5.5	5.9	-19.6	9.1	-2.9
Cc1ccc2cc3c(nc2c1)N(c1ccccc1)CC3	2.2	-1.5	5.4	4.2	-5.6	-1.2	25.4	-5.2	0.0
O=C(O)c1cccc(S(=O)(=O)Nc2ccc(S(=O)(=O)N3CCOCC3)cc2)c1	1.9	-2.9	-2.6	0.8	-1.3	2.7	-5.7	1.4	5.3
